Screens (PubChem BioAssay)
GLS inh: inhibitors of human glutaminase (GLS); 410,000 compounds, 0.21% hits; AID 624170; GLS enzymatic activity, qHTS titration; Potency, µM (doses to about 45.5 µM), without a hit: at the highest dose activity change, negative = inhibition, actives largely listed as inhibitors; also: % is scaled to controls: 0 for no effect and ±100 for the full control effect
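Human kidney-isoform GLS in 45 mM KH2PO4 pH 8.2, 0.02% Tween-20, with compound, started with 1mM L-Glutamine (added stock). Glutamate oxidase/HRP/Amplex red coupled fluorescence read at start and after 30 min at RT.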
Pin1 inh: human Pin1 inhibition | Pin1 FP peptide displacement, HiFluor488, 10 min | Potency, µM (highest dose often 115 µM), for inactives: top-dose activity, negative = inhibition, actives largely listed as inhibitors | 390,000 compounds, 0.009% hits | AID 504891; active = well fitted inhibition curve with a large enough effect in the polarisation, with a control signal flat, not every such curve was filed as active; inconclusive = small, poorly fitted or top-dose-only effect, or effect the other way, or a change in a side signal; inactive = no such curve, though single readings can be large or run the other way; the % refers to the polarisation; also: % is scaled to controls: 0 for no effect and ±100 for the full control effect
ERG-DNA inh: inhibitors of human ERG Ets domain-DNA interaction. Potency, µM (titrated, usually from 76.9 µM), inactives show at the top dose FP activity, negative = inhibition, actives largely listed as inhibitors. P11308. fluorescence polarization, His-ERG Ets domain / labelled DNA. 370,000 compounds, 0.028% hits. AID 624246; active = well fitted inhibition curve with a large enough effect in the polarisation, with a control signal flat; inconclusive = small, poorly fitted or top-dose-only effect, or effect the other way, or a change in a side signal; inactive = no such curve, though single readings can be large or run the other way; the % refers to the polarisation;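 also: polarization taken with two DNA probes labelled with fluorescein and Texas red; % of control where 0% means no effect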
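His-tagged ERG Ets domain (1 uM in the protein solution; 300mM KCl, 50mM Tris-HCl, 1mM EDTA, 1mM DTT, pH 7.5) received compound, then a probe mix of 5 nM fluorescein-DNA and 100nM Texas-615-DNA. Fluorescence polarization was read for both dyes.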
Tb PGK inh: T. brucei PGK inhibition; 380,000 compounds, 0.043% hits; P07378; Potency, µM (doses to about 57.5 µM), without a hit: at the highest dose activity change, negative = inhibition, hits mostly inhibitors; AID 602233; PGK/GAPDH coupled, Kinase-Glo luminescence, 60 min; also: % is scaled to controls: 0 for no effect and ±100 for the full control effect; nearly all actives have a fitted effect of over 60% in size
Target sequence (P07378 whole entry, looked up): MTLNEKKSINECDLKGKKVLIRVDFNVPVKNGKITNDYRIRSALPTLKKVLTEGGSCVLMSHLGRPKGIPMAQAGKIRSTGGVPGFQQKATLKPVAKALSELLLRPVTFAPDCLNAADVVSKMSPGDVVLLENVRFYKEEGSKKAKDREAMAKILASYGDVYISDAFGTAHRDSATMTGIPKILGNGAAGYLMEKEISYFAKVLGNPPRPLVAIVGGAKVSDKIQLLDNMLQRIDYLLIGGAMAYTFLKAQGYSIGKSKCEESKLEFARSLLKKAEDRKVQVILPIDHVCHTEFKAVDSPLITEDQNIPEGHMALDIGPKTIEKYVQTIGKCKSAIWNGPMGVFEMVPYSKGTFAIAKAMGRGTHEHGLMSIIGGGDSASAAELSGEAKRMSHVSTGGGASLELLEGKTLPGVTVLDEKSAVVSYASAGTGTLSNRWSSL
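Luminescent ATP detection (Kinase-Glo Plus) follows a 60-minute room-temperature incubation, with wells lacking PGK as controls. Buffer: 100 mM TEA (pH 7.6), 5 mM MgCl2, 0.01% Tween-20. Coupling enzyme GAPDH (100 nM final) supplies unstable 1,3-BPG in-well.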
TrxR1 inh: blocks rat thioredoxin reductase 1 | Potency, µM (highest dose often 114 µM), for the others: at the highest dose activity change, negative = inhibition, most hits filed as inhibitors | AID 588453 | recombinant rTrxR1, NADPH fluorescence consumption, selenite substrate | 390,000 compounds, 1% hits; also: % is scaled to controls: 0 for no effect and ±100 for the full control effect; nearly all actives have a fitted effect of over 65% in size
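Rat TrxR1 (90 nM in the dispensed reagent) was pre-reduced with 400 uM NADPH for 5 min at room temperature, then incubated with compound for 15 min. After 400 uM selenite was added, NADPH fluorescence (Ex 340/Em 450 nm) was followed for 8 min.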
12-LOX inh: ALOX12 (human) lipoxygenase inhibition; purified 12hLO, xylenol orange hydroperoxide absorbance; 580,000 compounds, 1.1% hits; P18054; Potency, µM (highest dose often 108 µM), without a hit: top-dose activity change, negative = inhibition, usual class: inhibitors; also: % is scaled to controls: 0 for no effect and ±100 for the full control effect
Target sequence (P18054 whole entry, looked up): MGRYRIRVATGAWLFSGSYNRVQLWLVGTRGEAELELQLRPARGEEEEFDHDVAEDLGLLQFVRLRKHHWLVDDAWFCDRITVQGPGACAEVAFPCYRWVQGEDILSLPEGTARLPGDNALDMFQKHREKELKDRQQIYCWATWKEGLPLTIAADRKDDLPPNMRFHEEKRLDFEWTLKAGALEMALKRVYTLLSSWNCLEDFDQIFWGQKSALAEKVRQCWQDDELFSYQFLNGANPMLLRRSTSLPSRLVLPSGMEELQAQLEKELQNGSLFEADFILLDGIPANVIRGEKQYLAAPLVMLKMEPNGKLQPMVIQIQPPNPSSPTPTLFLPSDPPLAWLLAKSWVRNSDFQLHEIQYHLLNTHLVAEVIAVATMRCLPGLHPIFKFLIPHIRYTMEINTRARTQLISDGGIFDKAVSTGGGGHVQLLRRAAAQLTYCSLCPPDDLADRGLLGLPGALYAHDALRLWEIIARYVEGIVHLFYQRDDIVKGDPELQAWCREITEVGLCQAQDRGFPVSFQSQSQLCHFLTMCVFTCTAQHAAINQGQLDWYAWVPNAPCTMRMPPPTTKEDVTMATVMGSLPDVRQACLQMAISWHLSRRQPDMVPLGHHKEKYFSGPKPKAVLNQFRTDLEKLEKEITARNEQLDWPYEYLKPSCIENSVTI
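Purified human 12hLO (150 nM final) in 25 mM Hepes, 0.01% Triton X-100, pH 7.0 was preincubated 15 min at room temperature with compound. Then 40 uM arachidonic acid was added, 30 min. Hydroperoxide was read by Fe-XO absorbance ratio 573/405 nm.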
HP1b chromo inh: HP1-beta chromodomain-methylated histone interaction inhibition; AID 540317; 390,000 compounds, 0.56% hits; P83916; AlphaScreen HP1-beta / biotin-H3K9me3 peptide binding; Potency, µM (top dose mostly 114 µM), for the others: top-dose activity change, negative = inhibition, most hits filed as inhibitors; also: nearly all actives have a fitted effect of over 70% in size; inactives centre near 23
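AlphaScreen: HP1-beta (50 nM) preformed 30 min with biotin-H3(1-18)K9me3 peptide (50 nM) in PBS pH 7.4, 0.01% Tween-20. Compound added for 30 min at RT, then streptavidin donor/nickel chelate acceptor beads (10 ug/mL) for 30 min.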
RGS4 inh: human RGS4 inhibition; Transcreener GDP fluorescence polarization, RGS4-accelerated GTP hydrolysis; P49798; AID 504845; Potency, µM (series often up to 114 µM), inactives show top-dose activity change, negative = inhibition, hits mostly inhibitors; 390,000 compounds, 0.039% hits; also: % is scaled to controls: 0 for no effect and ±100 for the full control effect; nearly all actives have a fitted effect of over 75% in size; some results filed as inactive show a strong effect at the top dose
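MLSMR compounds (23 nl, pin-transferred) preincubated 10 min at room temperature with a 500nM (2x) first reagent, then RGS4 at 900nM (2x) plus Transcreener GDP mix added; fluorescence polarization (620/688 nm) read before and after 90 min at 30 °C.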
JMJD2A Tudor: inhibitors of human JMJD2A Tudor domain | O75164 | AlphaScreen JMJD2A-Tudor / H3K4me3 peptide binding | Potency, µM (top dose mostly 114 µM), for inactives: at the highest dose activity change, negative = inhibition, most hits filed as inhibitors | 390,000 compounds, 4.4% hits; also: % is scaled to controls: 0 for no effect and ±100 for the full control effect; nearly all actives have a fitted effect of over 50% in size
Active calls of the source: *; [ ] = dose if it differs, or a comment. Unless noted, calls follow the shape of the dose curve; as a rule, active = well fitted curve in the direction sought with a large enough effect; inconclusive = small, poorly fitted or top-dose-only effect, or another doubt; inactive = no such curve, though single readings can be large; an effect the other way counts as inactive or inconclusive. Potency is read from the fitted curve at half-maximal effect. Only part of the results is shown; rates above refer to the full screens.

Results for Cn1cccc1C(=O)OCc1ccc(F)cc1 ?
GLS inh: 1%; Pin1 inh: 1%; ERG-DNA inh: -12%; Tb PGK inh: 1%; TrxR1 inh: 1%; 12-LOX inh: 12%; HP1b chromo inh: 2%; RGS4 inh: 12%; JMJD2A Tudor: -33%

How did O=C(COC(=O)c1cc(S(=O)(=O)N2CCCC2)ccc1O)NCCc1ccccc1 do in these assays?
GLS inh: 0%; Pin1 inh: -1%; ERG-DNA inh: 6%; Tb PGK inh: inactive; TrxR1 inh: 22%; 12-LOX inh: -2%; HP1b chromo inh: 44%[activator]; RGS4 inh: 4%; JMJD2A Tudor: -7%

How did COc1ccc(S(=O)(=O)N(CC(=O)NC2CC2)Cc2ccccc2)cc1 do in these assays?
GLS inh: -12%; Pin1 inh: -5%; ERG-DNA inh: -6%; Tb PGK inh: -2%; TrxR1 inh: -2%; 12-LOX inh: -19%; HP1b chromo inh: 18%; RGS4 inh: -14%; JMJD2A Tudor: -4%

Results for O=C(CCc1ccccc1)Nc1ccc(NS(=O)(=O)c2ccccc2)cc1 ?
GLS inh: 8%; Pin1 inh: -9%; ERG-DNA inh: 14%; Tb PGK inh: -3%; TrxR1 inh: 14%; 12-LOX inh: 0%; HP1b chromo inh: 7%; RGS4 inh: 2%; JMJD2A Tudor: -21%

What do the screens show for `Cc1cc(=O)[nH]c(N2CCc3ccccc3C2)n1`?
GLS inh: 0%; Pin1 inh: -5%; ERG-DNA inh: -4%; Tb PGK inh: 3%; TrxR1 inh: 31%; 12-LOX inh: 15%; HP1b chromo inh: 16%; RGS4 inh: -4%; JMJD2A Tudor: -11%

What do the screens show for `CCN(C(=O)Cn1c(=O)n(-c2cc(OC)c(OC)c(OC)c2)c(=O)c2ccccc21)c1cccc(C)c1`?
GLS inh: -3%; Pin1 inh: -6%; ERG-DNA inh: -20%; Tb PGK inh: 0%; TrxR1 inh: 10%; 12-LOX inh: 13%; HP1b chromo inh: 69%[activator]; RGS4 inh: 0%[11.4 µM]; JMJD2A Tudor: -2%[11.4 µM]

What do the screens show for `CCOC(=O)CC(=O)NC(CC(=O)OC)c1ccc(Br)cc1` (configuration not stated)?
GLS inh: 5%; Pin1 inh: 3%; ERG-DNA inh: -5%; Tb PGK inh: -8%; TrxR1 inh: 7%[57.1 µM]; 12-LOX inh: 0%; HP1b chromo inh: 6%; RGS4 inh: -8%; JMJD2A Tudor: -8%

Results for O=C1C(=O)c2ccccc2C(O)=C1CC=C(Cl)Cl ?
GLS inh: 20%; Pin1 inh: -18%; Tb PGK inh: -3%; TrxR1 inh: -23%; 12-LOX inh: inconclusive; HP1b chromo inh: -27%; RGS4 inh: 14%; JMJD2A Tudor: inconclusive

What do the screens show for `COc1ccc(C2CC(=O)C=C(NCc3ccccc3)C2)cc1` (configuration not stated)?
GLS inh: 4%; Pin1 inh: 6%; ERG-DNA inh: -4%; Tb PGK inh: 6%; TrxR1 inh: 0%[57.1 µM]; 12-LOX inh: inconclusive; HP1b chromo inh: 36%; RGS4 inh: 0%; JMJD2A Tudor: -7%

How did CC(C)CC(=O)Nc1ccnn1C1CCN(C(=O)c2ccccc2F)CC1 do in these assays?
GLS inh: -1%; Pin1 inh: -9%; ERG-DNA inh: -6%; Tb PGK inh: -7%; TrxR1 inh: -7%; 12-LOX inh: 0%; HP1b chromo inh: 16%; RGS4 inh: 8%; JMJD2A Tudor: -21%

Compounds shown so far that have fluorine:
Results for Cn1cccc1C(=O)OCc1ccc(F)cc1 ?
GLS inh: 1%; Pin1 inh: 1%; ERG-DNA inh: -12%; Tb PGK inh: 1%; TrxR1 inh: 1%; 12-LOX inh: 12%; HP1b chromo inh: 2%; RGS4 inh: 12%; JMJD2A Tudor: -33%

How did CC(C)CC(=O)Nc1ccnn1C1CCN(C(=O)c2ccccc2F)CC1 do in these assays?
GLS inh: -1%; Pin1 inh: -9%; ERG-DNA inh: -6%; Tb PGK inh: -7%; TrxR1 inh: -7%; 12-LOX inh: 0%; HP1b chromo inh: 16%; RGS4 inh: 8%; JMJD2A Tudor: -21%

The results go on.
What do the screens show for `Cc1cc2oc3ccc(NCCCN4CCOCC4)cc3c(=O)c2cc1C`?
GLS inh: 6%; Pin1 inh: 2%; ERG-DNA inh: -5%; Tb PGK inh: 1%; TrxR1 inh: 6%; 12-LOX inh: inconclusive; HP1b chromo inh: 24%; RGS4 inh: -4%; JMJD2A Tudor: -19%

What do the screens show for `C[C@@H](C(=O)O)[C@@H]1C[C@@]1(C)[C@@H](NC(=O)OCc1ccccc1)c1ccccc1`?
GLS inh: 5%; Pin1 inh: 4%; ERG-DNA inh: 19%; Tb PGK inh: -2%; TrxR1 inh: 7%[57.1 µM]; 12-LOX inh: -12%; HP1b chromo inh: 50%[activator]; RGS4 inh: 10%; JMJD2A Tudor: -7%

What do the screens show for `CCCS(=O)(=O)N1CCCC(C(=O)N2CCC(Cc3ccccc3)CC2)C1` (configuration not stated)?
GLS inh: -3%; Pin1 inh: 2%; ERG-DNA inh: 2%; Tb PGK inh: -3%; TrxR1 inh: 16%[57.1 µM]; 12-LOX inh: 0%; HP1b chromo inh: 29%; RGS4 inh: -1%; JMJD2A Tudor: -3%

How did COc1ccccc1N1CC(C)C(=O)NC1=S (configuration not stated) do in these assays?
GLS inh: 6%; Pin1 inh: -2%; ERG-DNA inh: 2%; Tb PGK inh: -14%; TrxR1 inh: 5%; 12-LOX inh: -23%; HP1b chromo inh: 6%; RGS4 inh: 23%; JMJD2A Tudor: inconclusive

What do the screens show for `COc1ccc(-c2cc(C(F)(F)F)n3nc(-c4ccccc4)cc3n2)cc1OC`?
GLS inh: 0%; Pin1 inh: 35%[activator]; ERG-DNA inh: 0%; Tb PGK inh: -2%; TrxR1 inh: 4%; 12-LOX inh: -7%; HP1b chromo inh: 64%[activator]; RGS4 inh: -13%; JMJD2A Tudor: 29%

How did COC(=O)CN(Cc1ccco1)S(=O)(=O)c1ccccc1 do in these assays?
GLS inh: 0%; Pin1 inh: 4%; Tb PGK inh: -5%; TrxR1 inh: -24%; 12-LOX inh: inconclusive; HP1b chromo inh: 0%; RGS4 inh: -1%; JMJD2A Tudor: -14%

How did CCCCn1cnc2c(SCc3ccccc3Cl)nc(N)nc21 do in these assays?
GLS inh: -13%; Pin1 inh: -3%; ERG-DNA inh: -7%; Tb PGK inh: 14%; TrxR1 inh: 24%; 12-LOX inh: inconclusive; HP1b chromo inh: 18%; RGS4 inh: 7%; JMJD2A Tudor: -19%

How did CC(C)=CCCC1=CCC(/C=N/NC(N)=O)C(C)C1 (configuration not stated) do in these assays?
GLS inh: 0%; Pin1 inh: -1%; ERG-DNA inh: -6%; Tb PGK inh: -1%; TrxR1 inh: 6%; 12-LOX inh: 7%; HP1b chromo inh: 18%; RGS4 inh: -25%; JMJD2A Tudor: -21%

How did CN1CCN(c2nc(-c3cccnc3)nc3scc(-c4ccccc4)c23)CC1 do in these assays?
GLS inh: -9%; Pin1 inh: 0%; ERG-DNA inh: -13%; Tb PGK inh: -10%; TrxR1 inh: 18%[57.1 µM]; 12-LOX inh: 9%; HP1b chromo inh: -1%; RGS4 inh: 9%; JMJD2A Tudor: -31%

How did CCCN1CCC(N2CCN(c3cccc(C(F)(F)F)c3)CC2)CC1 do in these assays?
GLS inh: 3%; Pin1 inh: -1%; ERG-DNA inh: -3%; Tb PGK inh: inactive; TrxR1 inh: -2%; 12-LOX inh: -12%; HP1b chromo inh: 30%; RGS4 inh: -19%; JMJD2A Tudor: -27%

Results for COc1cc(C)c(C)cc1S(=O)(=O)N1CCN(Cc2ccccc2)CC1 ?
GLS inh: 12%; Pin1 inh: -21%; Tb PGK inh: -6%; TrxR1 inh: 26%; 12-LOX inh: 6%; HP1b chromo inh: 5%; RGS4 inh: 21%; JMJD2A Tudor: -25%

What do the screens show for `O=C(Nc1cc(F)ccc1F)c1ccc(-n2cncn2)c([N+](=O)[O-])c1`?
GLS inh: -12%; Pin1 inh: -6%; ERG-DNA inh: 10%; Tb PGK inh: -3%; TrxR1 inh: 12%; 12-LOX inh: -8%; HP1b chromo inh: 24%; RGS4 inh: -7%; JMJD2A Tudor: -23%

Results for COc1cccc(N2CC(NS(=O)(=O)c3ccc4ccccc4c3)CC2=O)c1 (configuration not stated) ?
GLS inh: -5%; Pin1 inh: -2%; ERG-DNA inh: 13%; Tb PGK inh: inactive; TrxR1 inh: 1%[57.1 µM]; 12-LOX inh: -11%; HP1b chromo inh: 14%; RGS4 inh: 7%; JMJD2A Tudor: -29%

What do the screens show for `CSc1nc(Cl)c(Cc2ccc(OC(C)C)cc2)c(N2CCOCC2)n1`?
GLS inh: -7%; Pin1 inh: 11%; ERG-DNA inh: -13%; Tb PGK inh: -9%; TrxR1 inh: -24%; 12-LOX inh: -27%; HP1b chromo inh: 88%[activator]; RGS4 inh: 9%; JMJD2A Tudor: 25%

What do the screens show for `Cc1ccc(S(=O)(=O)NC(=NC(C)C)c2ccccc2)cc1`?
GLS inh: 0%; Pin1 inh: -2%; ERG-DNA inh: 5%; Tb PGK inh: -4%; TrxR1 inh: 29%; 12-LOX inh: 0%; HP1b chromo inh: 28%; RGS4 inh: 16%; JMJD2A Tudor: -17%
